HCMV inh: qHTS Assay for inhibitors of the human cytomegalovirus (HCMV); actives 4.5% (n = 410,000); activity change, negative = inhibition, % at 57.5 µM; HFF cells, HCMV-luciferase reporter, 72 h; stronger effect = lower value; in the data active means activity change below about -60%; inconclusive means no clear call, values can overlap the other calls; inactive means above about -39%
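Screen run at 2 compound doses on HFFs infected with reporter HCMV, MOI 1 PFU/cell. Luciferase activity from cell lysates at 72 h post infection gave inhibition relative to buffer-only and Salinomycin wells.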
LmPK inh: qHTS Assay for Inhibitors of Leishmania Mexicana Pyruvate Kinase (LmPK). Q27686. purified LmPK, Kinase-Glo ATP luminescence, 1 h. Potency, µM (titrated, usually from 57.5 µM), without a hit: at the highest dose activity change, negative = inhibition, most hits filed as inhibitors. actives 0.37% (n = 290,000). AID 1721, 2009; further: potency means the concentration at half of the fitted maximal effect
Target sequence (Q27686 whole entry, looked up): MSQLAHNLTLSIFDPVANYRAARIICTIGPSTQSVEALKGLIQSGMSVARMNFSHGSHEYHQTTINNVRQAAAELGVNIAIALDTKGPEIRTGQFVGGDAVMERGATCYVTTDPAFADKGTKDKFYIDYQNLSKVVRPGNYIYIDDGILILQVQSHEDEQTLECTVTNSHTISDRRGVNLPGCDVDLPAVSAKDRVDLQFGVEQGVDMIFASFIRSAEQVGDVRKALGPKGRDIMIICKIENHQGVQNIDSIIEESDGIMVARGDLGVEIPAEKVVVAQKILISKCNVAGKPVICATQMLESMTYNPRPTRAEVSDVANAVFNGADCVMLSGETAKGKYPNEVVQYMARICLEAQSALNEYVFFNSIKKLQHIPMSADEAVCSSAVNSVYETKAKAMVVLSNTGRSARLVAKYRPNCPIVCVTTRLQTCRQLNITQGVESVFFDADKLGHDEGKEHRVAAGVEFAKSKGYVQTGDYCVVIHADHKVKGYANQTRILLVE
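qHTS format; LmPK 0.1 nM; substrates PEP 0.5 mM and ADP 0.1 mM. One-hour room-temperature incubation, then coupled luciferase luminescence; 0.5 nM enzyme wells mark activation.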
AmpC inh no detg: qHTS Inhibitors of AmpC Beta-Lactamase (assay without detergent); P00811; AmpC nitrocefin hydrolysis, absorbance 480 nm, 0.0001% Triton; Potency, µM (top dose mostly 57.1 µM), inactives show top-dose activity change, negative = inhibition, hits mostly inhibitors; actives 0.52% (n = 330,000); AID 485341, 2010;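 further: potency means the concentration at half of the fitted maximal effect; plate controls were no compound for no effect and no enzyme for full effect; nearly all actives have a fitted effect of over 20% in size; some results filed as inactive show a strong effect at the top dose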
Target sequence (P00811 whole entry, looked up): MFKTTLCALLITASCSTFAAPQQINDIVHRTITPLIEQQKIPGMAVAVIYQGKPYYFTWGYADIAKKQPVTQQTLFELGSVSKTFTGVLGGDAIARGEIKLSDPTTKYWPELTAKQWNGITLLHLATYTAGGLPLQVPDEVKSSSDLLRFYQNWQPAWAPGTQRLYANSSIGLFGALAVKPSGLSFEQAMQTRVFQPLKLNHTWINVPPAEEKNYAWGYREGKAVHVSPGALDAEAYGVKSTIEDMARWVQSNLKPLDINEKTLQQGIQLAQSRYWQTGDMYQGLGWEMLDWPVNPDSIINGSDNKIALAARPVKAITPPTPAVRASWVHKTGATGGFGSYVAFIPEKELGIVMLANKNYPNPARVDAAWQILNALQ
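AmpC (5.3 nM in the dispensed reagent) in 20 mM phosphate pH 7.0 with 0.01% (detergent screen) or 0.0001% Triton X-100 was preincubated with compounds for 15 min at room temperature. Nitrocefin was then added from an 800 uM solution, and hydrolysis was followed at 480 nm.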
Tb PYK inh: qHTS of Trypanosoma Brucei Inhibitors; Potency, µM (titrated, usually from 76.8 µM), for the others: top-dose activity, negative = inhibition, most hits filed as inhibitors; pyruvate kinase (Trypanosoma brucei), Q57TT1; actives 0.12% (n = 410,000); AID 624173, 2012; TbPYK enzyme, Kinase-Glo Plus ATP luminescence, 45 min; further: potency means the concentration at half of the fitted maximal effect; nearly all actives have a fitted effect of over 50% in size
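Screened from lowest to highest concentration, compounds were pinned into TbPYK/substrate mixtures, and ADP (130 uM final) was added. Plates sat at room temperature for 45 min prior to Kinase-Glo Plus detection by luminescence.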
AMA1-RON2 inh: qHTS for Inhibitors of AMA1-RON; Towards Development of Antimalarial Drug Lead: Primary Screen; Plasmodium falciparum AMA1 (3D7) - RON2 peptide interaction; AlphaScreen AMA1-biotinylated RON2 peptide binding; Potency, µM (doses to about 58.2 µM), without a hit: at the highest dose activity change, negative = inhibition, most hits filed as inhibitors; actives 0.2% (n = 360,000); AID 720542, 2013;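 further: potency means the concentration at half of the fitted maximal effect; 0% = vehicle wells and -100% = peptide control; nearly all actives have a fitted effect of over 45% in size; some results filed as inactive show a strong effect at the top dose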
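AMA1 (3D7) with his tag at 25 nM final met compounds first, then biotinylated RON2 peptide at 25 nM; detection used donor plus acceptor beads, 10 µg/mL apiece, read by AlphaScreen after 30 min at room temperature.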
Sm TGR inh: qHTS Assay for the Inhibitors of Schistosoma Mansoni Peroxiredoxins | purified TGR, DTNB reduction, TNB absorbance 405 nm | Potency, µM (highest dose often 114 µM), inactives show at the highest dose activity change, negative = inhibition, hits mostly inhibitors | actives 3% (n = 360,000); further: potency means the concentration at half of the fitted maximal effect; nearly all actives have a fitted effect of over 60% in size
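TGR 20 nM + NADPH 100 uM (dispensed conc.), cpd preinc 15 min RT; start with NADPH (500 uM addition) then DTNB (15 mM addition). Kinetic TNB absorbance, 405 nm filter. Four-parameter Hill fit across titration.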
AmpC detergent: qHTS Inhibitors of AmpC Beta-Lactamase (assay with detergent); actives 0.041% (n = 370,000); Potency, µM (highest dose often 114 µM), for inactives: top-dose activity change, negative = inhibition, hits mostly inhibitors; AmpC hydrolysis of nitrocefin, absorbance 480 nm, 0.01% Triton;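 further: potency means the concentration at half of the fitted maximal effect; 0% = no-compound wells and -100% = no-enzyme wells; nearly all actives have a fitted effect of over 25% in size; some results filed as inactive show a strong effect at the top dose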
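20 mM phosphate pH 7.0 + 0.01% (detergent screen) or 0.0001% Triton X-100; 5.3 nM AmpC reagent; cpd preinc 15 min RT; nitrocefin (800 uM stock) to start; A480 q20 s × 4 min; Activity was normalised to no-enzyme and no-compound control wells.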
Numbers without * were called inactive; ? = inconclusive; / = no result given; & = joins results of further samples; [ ] = dose if it differs, or a comment. Unless noted, the call rests on the fitted dose curve; in most records, active means well fitted curve in the direction sought with a large enough effect; inconclusive means small, poorly fitted or top-dose-only effect, or another doubt; inactive means no such curve, though single readings can be large; an effect the other way counts as inactive or inconclusive. Unless noted, on the % scale 0 is the no-effect control and ±100 the full control effect.

entry	canonical_smiles	HCMV inh	LmPK inh	AmpC inh no detg	Tb PYK inh	AMA1-RON2 inh	Sm TGR inh	AmpC detergent
1	COc1ccc(NC(=O)CN(C)C(=O)c2ccccc2OC)cc1	-10	0%	-25%	4%	0%	-19%	-6%
2	COc1ccc2c(c1OC)C(=O)OC2c1c(O)nc(SC)n(-c2ccccc2)c1=O (stereo not given)	-13	-2%	-7%	-18%	-1%	7.9µM*	3%
3	COc1ccc(C(C)NC(=O)C2CCN(CCCc3ccccc3)CC2)cc1OC (stereo not given)	-13	/	/	-1%	0%	/	/
4	Cc1ccc(N2CCN(S(=O)(=O)c3ccc4c(c3)n(C)c(=O)c(=O)n4C)CC2C)cc1 (stereo not given)	11	1%	-16%	-6%	-14%	4%	-9%
5	Oc1ccc(C2=Nn3c(nnc3-c3ccco3)SC2)cc1O	22	-1%	-28%	-28%	-22%	11%	9%
6	Cc1ccc(NC(=O)CSc2nnc(C)n2CC2CCCO2)cc1 (stereo not given)	-28	-1%	-21%	1%	-2%	17%	0%
7	Cc1ccc2c(CN3CCN(S(=O)(=O)c4ccccc4C(F)(F)F)CC3)cc(=O)oc2c1	?	/	-19%	0%	4%	-11%	2%
8	CCOCCCNC(=O)C1CCCN(S(=O)(=O)c2ccc(-n3cnnn3)cc2)C1 (stereo not given)	-14	-2%	-6%	-1%	12%	-3%	5%
9	O=C(NN=C1CCCCCCC1)c1ccccn1	2	-2%	-5%	5%	52%[activator]	0%	3%
10	Cc1ccc(C)c(NC2=C(Cl)C(=O)OC2OC(C)C)c1 (stereo not given)	12	-2%	-14%	4%	-8%	3%	-1%
11	COc1cc(Cl)c(C)cc1NC(=O)CSCc1nc(-c2ccc(OC)c(OC)c2)no1	34	/	/	-2%	/	-3%	17%
12	Cc1[nH]c2ccc(OC(F)(F)F)cc2c1CCN1C(=O)c2ccc(C(=O)O)cc2C1=O	18	2%	-17%	-2%	-4%	-1%	-17%
13	COc1ccc(NC(=O)CNc2cccc(C#N)c2)cc1Cl	-33	9%	?	3%	-11%	-12%	1%
14	C=CCNC(=S)N1CCN(Cc2ccc3c(c2)OCO3)CC1	-98*	2%	-1%	1%	-18%	-9%	-14%
15	COc1ccccc1C(=O)Nc1nnc(S(=O)(=O)N2CCCCCC2)s1	-9&-9	-7%	53%	-4%&-1%	2%	-1%&-1%	?
16	CC(=O)Nc1nc(-c2ccc3ccccc3c2)cs1	148	1%	-37%	1%	1%	7%	-1%
17	COc1ccccc1NC(=O)c1ccc(NC(=O)Cc2n[nH]c(=O)c3ccccc23)cc1	-3	-4%	-21%	4%	-12%	7%	7%
18	COc1ccccc1NC1CCCCC1NS(=O)(=O)c1ccccc1 (stereo not given)	?	1%	-27%	4%	-11%	-18%	-8%
19	COc1cccc(N2C(=O)NC(=O)C3(Cc4cc(C)ccc4N(C)C3)C2=O)c1 (stereo not given)	47	-3%	-30%	-7%	-7%	?	-18%
20	CCOc1ccc(OCc2ccc(C(=O)NCc3cccnc3)o2)cc1	33	-3%	16%	2%	-1%	-8%	-3%
21	CC(C)(C)NC(=O)c1sccc1C(=O)O	-11	-5%	-11%	3%	-3%	0%	?
22	NCCc1c[nH]c2ccc(OCc3ccccc3)cc12	21	1%	-37%	2%	-1%	-5%	-4%
23	Cn1c(=O)c2cc(C(=O)NCCCN3CCN(c4cccc(Cl)c4)CC3)sc2c2ccccc21	18	/	/	2%	/	7%	2%
24	CC[C@]12c3[nH]c4ccccc4c3CCN1C(=O)C(CC(=O)NCCc1ccccn1)C[C@@H]2C(=O)N1CCN(C(=O)C2CC2)CC1 (stereo not given in full)	-2	/	93%[activator]	-5%	76%[activator]	/	/
25	Cn1cc(CN(Cc2ccccc2)C[C@@H]2CCC(=O)N2)c(-c2ccccc2F)n1	-7	-1%	190%[activator]	-2%	-10%	-6%[57.1 µM]	1%
26	CCC(=O)Nc1ccc(C(=O)Nc2cccc(C)n2)cc1	137	-18%	-3%	-6%	-14%	13%	-6%
27	O=C(Cn1cnc2sc(-c3ccccc3)cc2c1=O)NCc1ccco1	-5	2%	-30%	?	-16%	13µM*	-6%
28	O=C(O)c1ccc(S(=O)(=O)c2ccc3c(c2)C(=O)N(c2ccc(Br)cc2)C3=O)cc1	-5	-5%	-28%	-1%	-8%	-10%	4%
29	CSc1ncc(C(=O)NCc2cccc(C)c2)c(-c2ccccc2)n1	-7	/	/	-2%	/	1%	15%
30	C/C(=N\NC(=O)c1cccc(S(=O)(=O)N2CCCCC2)c1)c1ccc(C)o1	12	12%	-24%	6%	39%[activator]	-21%	-2%
31	CCOc1cc(C)c(Cl)cc1S(=O)(=O)n1nnc2ccccc21	10	-1%	-30%	/	-9%	9%	?
32	COc1ccccc1C(O)(C(=O)N(NC(C)=O)c1ccccc1)c1ccccc1OC	-19	1%	-18%	-16%	0%	10%	2%
33	CC1=C(C(=O)N2CCOCC2)CC(CC(=O)NC2CC2)C(=O)N1CCC1=CCCCC1 (stereo not given)	-22	/	/	3%	-3%	/	/
34	CC(=O)Nc1ccc(NC(=O)C2(C)Cc3c(-c4ccc(NC(C)=O)cc4)ccnc3O2)cc1 (stereo not given)	23	/	/	7%	-11%	/	/
35	O=C(CNC(=O)c1ccccc1F)NCCc1ccc(Cl)cc1	13	-3%	-11%	2%	8%	0%	-2%
36	COc1ccccc1-c1cc(C(=O)NN)[nH]n1	-34	-7%	-54%	1%	90%[activator]	12%	-10%
37	COc1cc(CCC(=O)Nc2nccs2)cc(OC)c1OC	34	-7%	-14%	7%	-5%	-12%	-6%
38	O=C(O)CSc1nnc2c(n1)[nH]c1ccccc12	-6	28µM*	-20%	6%	10%	2%	5%
39	O=C(/C=C/Nc1ccccc1F)c1cccs1	74	16µM*	-23%	?	0%	-15%	?
40	COc1cccc(C(c2c(O)cc(C)n(Cc3ccco3)c2=O)N2CCC(C)CC2)c1 (stereo not given)	13	/	/	6%	/	11µM*	3%
41	CC1CCN(C(=O)C2(NC(=O)Nc3cccc(F)c3)CCCCC2)CC1	-29	-2%	-14%	7%	8%	-1%	2%
42	CON1C(=O)C(=O)N(OC)C2CCCCCC21 (stereo not given)	71	-3%	-8%	-1%	-9%	-18%	-10%
43	N#Cc1ccc(S(=O)(=O)N2CCN(Cc3cccs3)CC2)cc1	-34	/	-18%	5%	-9%	-15%	-3%
44	O=C(CCC(=O)c1cccs1)OCC(=O)c1ccccc1	62	/	-15%	3%	-19%	/	/
45	Cc1ccc(CC(CC(=O)O)C(=O)NCc2ccccc2)cc1 (stereo not given)	3	-2%	-14%	0%	-7%	-19%	?
46	CC(C)C(NS(=O)(=O)c1ccc2c(c1)C(C)(C)C(=O)N2C)C(=O)NCc1ccc(F)cc1 (stereo not given)	0	-1%	0%	-2%	2%	7%	-3%
47	COC(=O)[C@@H](NC(=O)Nc1ccccc1F)C(C)C	18	-6%	-2%	-2%	6%	-4%	?
48	CCS(=O)(=O)N1CCC(C(=O)Oc2ccccc2Br)CC1	3	-3%	1%	-4%	15%	4%	-18%
49	Cc1ccc(C)c(S(=O)(=O)NC(CC(C)C)C(=O)O)c1 (stereo not given)	15	-2%	-7%	3%	16%	2%	7%
50	O=C(Nc1ccc(F)cc1)C(=O)c1cn(CC(=O)N2CCOCC2)c2ccccc12	29	-9%	30%	3%	11%	-6%	0%
51	COC(=O)[C@@]1(C(C)C)N=C(c2cc(OC)c(OC)c(OC)c2)[C@]2(O1)C(=O)N(C)c1ccccc12	-11	/	/	2%	3%	/	/
52	CCCc1cc(NC(=O)CCl)n(-c2ccccc2)n1	?	3%	-21%	-20%	0%	10µM*	-1%
53	COc1ccc(-n2c(C)nc3c(cnn3-c3ccc(F)cc3)c2=O)cc1	-34	/	/	1%	/	7%	-3%
54	Cc1ccc(-c2onc3ccc(C(=O)O)cc23)cc1	99	-4%	-27%	-1%	-4%	?	1%
55	Cn1ccnc1SCC(=O)N(C1CCCCC1)C1CCCCC1	-5	-6%	6%	-7%	-9%	9%	-8%
56	Cc1ccccc1NC(=O)c1[nH]cnc1C(=O)NN	-21	0%	-4%	-5%	12%	15%	2%
57	COc1ccc(CN2C(=O)c3cccnc3C2=O)cc1S(=O)(=O)NCc1ccc(C)cc1	-1	-1%	-6%	0%	3%	2%	2%
58	Cc1ccc(CC(=O)Nc2nc3ccccc3s2)cc1	-5	0%	?	0%	-7%	9%	0%
59	COc1ccccc1-n1nnnc1S(=O)(=O)Cc1ccc(Cl)cc1	31	-3%	-23%	2%	1%	?	1%
60	COc1cc(C(=O)Nc2ccc(C)c(S(=O)(=O)N(C)C)c2)ccc1OCC(=O)N1CCOCC1	52	/	63%[activator]	-4%	-3%	0%	-8%

Single records (already shown).
COc1ccccc1C(=O)Nc1nnc(S(=O)(=O)N2CCCCCC2)s1 reads HCMV inh = -9&-9; LmPK inh = -7%; AmpC inh no detg = 53%; Tb PYK inh = -4%&-1%; AMA1-RON2 inh = 2%; Sm TGR inh = -1%&-1%; AmpC detergent = ?
O=C(O)CSc1nnc2c(n1)[nH]c1ccccc12 reads HCMV inh = -6; LmPK inh = 28µM*; AmpC inh no detg = -20%; Tb PYK inh = 6%; AMA1-RON2 inh = 10%; Sm TGR inh = 2%; AmpC detergent = 5%

More structures
entry	canonical_smiles	HCMV inh	LmPK inh	AmpC inh no detg	Tb PYK inh	AMA1-RON2 inh	Sm TGR inh	AmpC detergent
61	CC1=C(C(=O)Nc2cccc(F)c2)C(c2ccsc2)C2=C(CC(C)(C)CC2=O)N1 (stereo not given)	?	0%	-21%	4%	23%	?	-10%
62	O=C1c2cc(Br)ccc2OC2C=CC=CC12 (stereo not given)	-2	/	-9%	3%	21%	/	/
63	Cc1ccc(NC(=O)N2CCCC(c3ccccc3)C2)cc1 (stereo not given)	8	-2%	-32%	0%	9%	-1%	-1%
64	O=C(O)c1ccc2c(c1)C(=O)N(c1ccc(OCc3ccccc3)cc1)C2=O	-17	-1%	-27%	1%	2%	2%	1%
65	Nc1nc2c3ccccc3nc(C3CC3)n2n1	-8	1%	-8%	-1%	35%[activator]	14%	-10%
